High-throughput results deposited in PubChem BioAssay by several laboratories.
DAGLB inh: DAGLB lipase inhibitors, primary screen, biochemical, fluorescence, HTS; HEK293T DAGLB membrane lysate, EnzChek fluorogenic substrate; inhibition, % at 5.17 µM; Diacylglycerol lipase-beta (Homo sapiens), Q8NCG7; AID 504411, 2011; 340,000 compounds, 0.059% hits; in the data active = inhibition above about 34%;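 note: 0% = enzyme with vehicle and 100% = wells lacking enzyme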
Target sequence (Q8NCG7 whole entry, looked up): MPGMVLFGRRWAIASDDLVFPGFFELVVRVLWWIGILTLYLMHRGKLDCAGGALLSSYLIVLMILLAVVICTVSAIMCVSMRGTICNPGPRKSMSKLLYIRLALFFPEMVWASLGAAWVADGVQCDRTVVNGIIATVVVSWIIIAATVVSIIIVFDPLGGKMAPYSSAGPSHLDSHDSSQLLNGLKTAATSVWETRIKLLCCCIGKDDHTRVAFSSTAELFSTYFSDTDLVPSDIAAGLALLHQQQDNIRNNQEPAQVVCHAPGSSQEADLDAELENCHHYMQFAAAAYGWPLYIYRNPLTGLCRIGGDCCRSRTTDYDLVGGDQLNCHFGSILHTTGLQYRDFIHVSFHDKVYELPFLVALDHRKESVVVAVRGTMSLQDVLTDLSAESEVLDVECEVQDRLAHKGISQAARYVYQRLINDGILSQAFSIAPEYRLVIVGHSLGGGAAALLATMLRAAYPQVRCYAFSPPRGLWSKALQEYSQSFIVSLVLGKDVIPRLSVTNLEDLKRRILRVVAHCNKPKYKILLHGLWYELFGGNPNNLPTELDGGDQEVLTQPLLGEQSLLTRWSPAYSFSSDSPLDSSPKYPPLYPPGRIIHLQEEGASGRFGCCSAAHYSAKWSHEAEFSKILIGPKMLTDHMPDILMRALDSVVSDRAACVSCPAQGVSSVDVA
C-LANA FP: inhibitors of KSHV C-LANA binding to DNA, primary screen, biochemical, fluorescence polarization, FAM-LBS DNA, MBP-C-LANA, single point; Kaposi's sarcoma herpesvirus LANA C-terminal domain (residues 932-1162) DNA binding; inhibition, % at 9 µM; 340,000 compounds, 0.078% hits;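 active = highest replicate inhibition at or above 60% at 9 µM, even if other replicates fall short; inactive = all replicates below 60% inhibition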;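 note: 0% = neutral control wells and 100% = 4 µM acridine orange control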
SR-BI uptake up: activators of SR-BI mediated DiI-HDL uptake, primary screen, ldlA[mSR-BI] CHO cells, DiI fluorescence | 3 h; 100 = double the neutral-control signal | activation, % at 12.5 µM | 320,000 compounds, 0.096% hits | AID 504775, 2011;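 active = mean replicate activation of at least 60% and every replicate at or above 60%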;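 note: 0% = median plate neutral-control signal and 100% = twice that signal; values of inactives mirror those of a sister screen read the other way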
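Test system: SR-BI-overexpressing, LDLR-lacking CHO cells; Also added: labelled HDL, 10 µg/mL; Measured by: bottom-read cell fluorescence after medium removal, ex 550/em 595 nm; Timing: 3 h uptake period with compound, 37 °C; Buffer or medium: F12, 0.5% BSA, 25 mM HEPES; Doses: single compound concentration, delivered by pin transfer.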
Arrestin-AP2 inh: inhibitors of beta-arrestin/AP2 binding, primary screen, biochemical, GPCR trafficking, flow cytometry; beta-arrestin 1 C-terminal peptide binding to AP2 beta2-adaptin appendage (human); FITC-arrestin peptide / GST-AP2 beads; AP2 beta2 appendage carries R879A mutation; inhibition, % at 10 µM; 340,000 compounds, 0.31% hits;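 active = inhibition above a set limit, near 3 SD of compounds lacking own fluorescence, cut at about 54% in these data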;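 note: plate controls were DMSO wells for no effect and 5 µM unlabelled arrestin peptide for full effect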
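test system = AP2 appendage R879A on GSH beads | buffer or medium = PBS plus Tween 20 (0.05%) and BSA (0.1%) | incubation = 12 min plus 1 h, RT | detection = bead flow cytometry, FITC channel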
SR-BI DiI inh: inhibitors of SR-BI mediated HDL lipid uptake, primary screen, ldlA[mSR-BI] cells, fluorescence, single point; 320,000 compounds, 0.96% hits; ldlA[mSR-BI] CHO cells, DiI-HDL uptake fluorescence, 3 h; Scavenger receptor class B member 1 (Mus musculus), Q61009; inhibition, % at 12.5 µM;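 active = mean replicate inhibition of at least 70% and a set share of replicates each scoring 70 or more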;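 note: 0% = median of neutral control wells and 100% = median of positive control wells; values of inactives mirror those of a sister screen read the other way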
PKA-R2B act: activators of PKA-R2B holoenzyme, primary screen, biochemical, fluorescence polarization, Cy5-IP20, human. cAMP-dependent protein kinase catalytic subunit beta (Homo sapiens) + cAMP-dependent …. PKA-R2B holoenzyme dissociation; R2B truncated from residue 108, S112A mutant; 0% DMSO only, 100% 113 µM cGMP. activation, % at 11.4 µM. 340,000 compounds, 0.079% hits. AID 504700, 2011;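 active = activation above a cutoff set at the mean over all compounds plus 3 SD, cut at about 18% in these data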;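 note: higher means more holoenzyme dissociation and a rise in polarization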
Target sequence (P31323 whole entry, looked up, other chains not shown, the tested form may be a part): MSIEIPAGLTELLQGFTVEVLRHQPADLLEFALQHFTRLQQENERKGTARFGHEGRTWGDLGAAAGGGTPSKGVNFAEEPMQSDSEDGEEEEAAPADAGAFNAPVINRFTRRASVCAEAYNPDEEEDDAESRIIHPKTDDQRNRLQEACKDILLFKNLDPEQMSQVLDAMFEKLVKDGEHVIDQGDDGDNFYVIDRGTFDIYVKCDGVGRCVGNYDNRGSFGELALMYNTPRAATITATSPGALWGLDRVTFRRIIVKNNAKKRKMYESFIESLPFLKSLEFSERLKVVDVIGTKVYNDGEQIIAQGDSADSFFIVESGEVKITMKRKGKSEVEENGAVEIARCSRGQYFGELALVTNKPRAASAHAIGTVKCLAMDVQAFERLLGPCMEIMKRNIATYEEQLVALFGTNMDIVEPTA
NSD2 HMT inh: NSD2 histone methyltransferase inhibitors, primary screen, biochemical, AlphaScreen, single concentration, set 2 | Histone-lysine N-methyltransferase NSD2 (Homo sapiens), O96028 | NSD2 peptide methylation, 120 min | inhibition, % at 12.5 µM | 310,000 compounds, 0.54% hits | AID 743445, 2014; in the data active = inhibition above about 50%
PvdQ acylase: P. aeruginosa PvdQ acylase inhibitors, primary screen, biochemical, fluorescence, plate reader and imaging, single point. 340,000 compounds, 0.063% hits. inhibition, % at 10 µM. AID 488965, 2010. purified PvdQ acylase. PvdQ acylase [Pseudomonas aeruginosa LESB58]; in the data active = inhibition above about 30%, passing the limit was not always enough;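 note: 0% = vehicle neutral wells and 100% = reference inhibitor wells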
RTF Ca sens inh: cardiac RTF calcium sensitivity inhibitors, primary screen, biochemical, IANBD-TnC fluorescence, EC70 calcium; Troponin I, cardiac muscle (Homo sapiens) + Troponin T, cardiac muscle (Homo sapiens) + …; IANBD-labeled cardiac RTF, Ca2+ fluorescence; inhibition, % at 7.15 µM; 340,000 compounds, 0.12% hits; AID 493244, 2011;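 active = inhibition above the mean inhibition of all tested compounds plus 3 SD, cut at about 17% in these data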;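 note: assay run at fixed EC70 calcium of 1.6 mM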
Keap1 Nrf2 FP: Keap1-Nrf2 protein-protein interaction inhibitors, primary screen, biochemical, fluorescence polarization, single point | Kelch-like ECH-associated protein 1 (Homo sapiens), Q14145 | Keap1 Kelch-Nrf2 peptide fluorescence polarization, 1536-well | inhibition, % at 9.4 µM | 340,000 compounds, 0.15% hits | AID 504523, 2011; in the data active = inhibition above about 12%;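 note: human Keap1 Kelch domain with fluorescein labeled Nrf2 9mer peptide probe; 0% = neutral control wells and 100% = peptide positive control; higher means more block of Keap1 binding to Nrf2 peptide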
An asterisk follows results filed as active; . = not tested or not shown.

SMILES | DAGLB inh | C-LANA FP | SR-BI uptake up | Arrestin-AP2 inh | SR-BI DiI inh | PKA-R2B act | NSD2 HMT inh | PvdQ acylase | RTF Ca sens inh | Keap1 Nrf2 FP
O=[N+]([O-])c1ccc2c(c1)C(O)n1nc(-c3ccc(Cl)cc3Cl)nc1S2 (centres undefined) | 2 | 0.5 | 4 | 10 | -4 | -21 | -1 | -5 | -1 | -5
Cc1cccc(-c2nnn3c2nc(NCCc2ccc(S(N)(=O)=O)cc2)c2ccccc23)c1 | 0 | -0.2 | 7 | 15 | -7 | 2 | 0 | -1 | -5 | 3
COc1ccccc1OCCNc1nc2c(c(=O)n(C)c(=O)n2C)n1C | 2 | 2.1 | -24 | -6 | 24 | 1 | 7 | -7 | 4 | 3
O=C(Cc1ccccc1)N/N=C\c1ccc(Br)o1 | 3 | -1.4 | 11 | 3 | -11 | -11 | 1 | -9 | -10 | -2
CCOC(=O)N1CCC(NC(=O)CN(C)S(=O)(=O)c2cc3c(cc2Cl)NC(=O)CO3)CC1 | -1 | 4.1 | -7 | 0 | 7 | -7 | 1 | -16 | -10 | -8
CCOc1ccccc1NC(=O)CCNS(=O)(=O)c1ccc(NC(C)=O)cc1 | -1 | 0.4 | 0 | 4 | 0 | -4 | -1 | -15 | -12 | -3
O=C(NCc1ccco1)c1cc([N+](=O)[O-])cc([N+](=O)[O-])c1 | -1 | 0.6 | 1 | -11 | -1 | 5 | 2 | 7 | -5 | -2
O=C1CCCN1c1cc(Cl)cc(Cl)c1 | -1 | 0.2 | 54 | 8 | -54 | -5 | -3 | 4 | -4 | -4
CC(C)(C)C1CCC(C(=O)Nc2ccccc2N2CCOCC2)CC1 (centres undefined) | -9 | 1.7 | -13 | -4 | 13 | 0 | -17 | -21 | -4 | -2
Cc1ccc(Cn2nnc3c(=O)[nH]c(C4CCN(S(=O)(=O)c5ccc(F)cc5)CC4)nc32)cc1 | 4 | -1.2 | -2 | 3 | 2 | -8 | 0 | -8 | -1 | -3
S=c1[nH]nc(-c2cc(-c3ccccc3)n[nH]2)n1/N=C/c1cccs1 | 7 | 1.5 | . | -22 | . | 7 | 6 | -6 | 0 | 1
COc1cccc2c(N/N=C/c3ccccc3)cc(C)nc12 | -1 | -1.1 | -13 | 38 | 13 | 9 | 4 | 9 | 3 | -3
Cc1ccc(CC(=O)NCC(O)c2ccccc2)cc1 (centres undefined) | -2 | 0.4 | . | 3 | . | -1 | 3 | -6 | 1 | -4
CC(C)OC(=O)CSc1nc(N)c(C#N)c(-c2ccco2)c1C#N | -3 | -0.4 | -7 | -6 | 7 | 1 | 1 | -9 | -4 | -4
COc1ccc(S(=O)(=O)N2CCN(C(=O)Cc3ccsc3)CC2)cc1 | 1 | -1.0 | 41 | 2 | -41 | 5 | -2 | -14 | -22 | -1
Cc1cc(/C([O-])=C(/C(=S)Nc2ccccc2)[n+]2ccccc2)c(C)n1-c1ccccc1 | -2 | 0.7 | -10 | 0 | 10 | -14 | . | 13 | 1 | -2
CC1CN(S(=O)(=O)c2cccc(C(=O)NCCCn3ccnc3)c2)CC(C)O1 (centres undefined) | -1 | 4.3 | 18 | 0 | -18 | -10 | -1 | -16 | -15 | 0
CCSc1nc2ccccc2n1C(=O)/C=C\c1ccc(OC)c(OC)c1 | 4 | 0.1 | -13 | 3 | 13 | 0 | -1 | 4 | 6 | 9
Cc1cccc(N2CCN(C(=O)c3cccc(N4CCCC4=O)c3)CC2)c1C | 2 | 0.1 | . | 0 | . | -7 | 5 | -4 | 9 | -1
COCCNc1oc(Cc2cccc3ccccc23)nc1C#N | -1 | -0.6 | -12 | 2 | 12 | -2 | -2 | -5 | -2 | 0
Cc1ccc(S(=O)(=O)NCc2ccc(C(=O)NC3CC3)cc2)cc1 | 0 | 0.0 | -3 | -13 | 3 | -4 | 0 | -2 | 1 | 3
COc1ccc2c(=O)c3c(=O)n(Cc4ccco4)c(-c4ccc(C)cc4)nc3oc2c1 | 0 | -1.4 | -57 | 6 | 57 | -4 | 0 | -6 | -2 | 3
Cc1cccc(-c2nc(CSCC(=O)N3CCN(c4ccccn4)CC3)c(C)o2)c1 | 0 | -1.0 | -15 | 11 | 15 | -3 | 5 | -1 | -2 | -3
COc1ccc(-c2[nH]ncc2CN2CCN(c3ccccn3)CC2)c(OC)c1 | -1 | 1.1 | 8 | 0 | -8 | -4 | 0 | -5 | 1 | -5
Cc1ccc(C2c3[nH]c4ccccc4c3C[C@H]3C(=O)N(c4ccccc4C(=O)N4CCC[C@@H]4C(=O)O)C(=O)N23)cc1 (some centres undefined) | 1 | 1.7 | 1 | 11 | -1 | -4 | . | -17 | 2 | -4
O=C(Cc1c(O)c2ccccc2[nH]c1=O)NCc1ccccc1F | -1 | -0.2 | 18 | 17 | -18 | -3 | 0 | -4 | -2 | 0
COc1ccc(C(=O)C2CCCN(S(=O)(=O)N(C)C)C2)c(C)c1 (centres undefined) | -1 | -0.3 | -3 | 10 | 3 | 12 | -1 | -10 | -1 | 3
CC(C)COc1cccc(C(=O)Nc2ccc(S(=O)(=O)N3CCOCC3)cc2)c1 | -6 | 2.6 | -48 | 7 | 48 | -11 | 1 | 4 | 0 | -4
O=C(COC(=O)/C=C/c1cccc(Br)c1)NC1CCCC1 | -3 | 1.6 | -17 | 13 | 17 | -5 | -1 | -1 | -1 | -2
CCN(CC)CCNc1nc2c(c(=O)[nH]c(=O)n2C)n1CC(O)COc1ccc(Cl)cc1Cl (centres undefined) | 0 | 0.1 | 22 | -5 | -22 | -2 | 42 | -16 | -6 | -6
COC(=O)CCN(C(=O)C1C2CC3CC(C2)CC1C3)c1ccccn1 (centres undefined) | -1 | -0.8 | 16 | 0 | -16 | 4 | -6 | -5 | -15 | -2
Cc1ccccc1Oc1nc2c(c(=O)n(C)c(=O)n2C)n1C | 0 | -2.0 | . | -4 | . | 0 | -1 | -10 | -1 | -3
CCOc1ccccc1NC(=O)CN(c1ccc(C)cc1)S(=O)(=O)c1c(C)n[nH]c1C | 3 | -0.5 | 2 | 1 | -2 | -9 | 2 | 2 | -7 | 1
O=C(O)c1ccc2c(=O)n3c(nc2c1)/C(=C/c1ccc(OC(F)F)cc1OC(F)F)CC3 | 0 | -0.3 | -30 | 0 | 30 | -11 | -1 | -10 | -5 | -4
Cc1ccc(N2C(=O)C3C4C=CC(CNC(=S)N5CCN(c6ccccc6)CC5)(O4)C3C2=O)cc1 (centres undefined) | -8 | -2.3 | . | -8 | . | -15 | -8 | -3 | 1 | 3
Cc1ccc(S(=O)(=O)N2CCCCC2)cc1NC(=O)CSc1ncccn1 | -6 | -0.3 | -36 | -9 | 36 | 3 | -1 | -5 | -4 | -1
CCC(C)[C@@H](NC(=O)OC(C)(C)C)c1nnc(S(=O)(=O)Cc2cccc(C)c2)o1 (some centres undefined) | 0 | -2.0 | 12 | 1 | -12 | -17 | 1 | 14 | -5 | -5
CSCC(=O)NC1CCCc2c1cnn2-c1ccc(C)c(C)c1 (centres undefined) | 1 | 3.5 | -18 | -9 | 18 | 5 | 2 | -16 | -12 | 4
COCc1cc(=O)[nH]c(SCC(=O)N2CCOCC2)n1 | 1 | -0.2 | -1 | -16 | 1 | -3 | -2 | -19 | -6 | -3
COc1ccccc1NC(=O)c1cc(-c2ccc(OC)c(OC)c2)nc2ccccc12 | -2 | 1.5 | -52 | 7 | 52 | -5 | . | -13 | -5 | -3
Cc1ccc(S(=O)(=O)N2CCN(Cc3nc4sc5c(c4c(=O)[nH]3)CCCC5)CC2)cc1 | 1 | -1.5 | -1 | 8 | 1 | 9 | 15 | -8 | 7 | -2
COc1cccc(CN2C(=NC(=O)CCC3CCCC3)SC3CS(=O)(=O)CC32)c1 (centres undefined) | 3 | -1.8 | . | -17 | 14 | -3 | 0 | -9 | -3 | -3
COc1ccc(NC(=O)CSc2nncn2C)cc1OC | -2 | -0.3 | . | -8 | 2 | 1 | 1 | -15 | -4 | -3
CCOC(=O)C1CCN(Cc2ccc(OCc3ccccc3)c(OC)c2)CC1 | -2 | 2.1 | 37 | 4 | -37 | -3 | . | -8 | -2 | -4
O=C(CN(c1ccccc1)S(=O)(=O)c1ccccc1[N+](=O)[O-])N1CCCC1 | 0 | 0.3 | . | 0 | . | -6 | -6 | -14 | -1 | -5
Cc1ccc[n+](CC(=O)Nc2c(Cl)cc(Cl)cc2Cl)c1 | 1 | 0.5 | 4 | 30 | -4 | -2 | -3 | -4 | -3 | 1
Cc1ccc(N2CC(C(=O)Nc3nnc(SCC(=O)Nc4nc(C)cs4)s3)CC2=O)cc1 (centres undefined) | 9 | -1.7 | -1 | 12 | 1 | -6 | 1 | 8 | -2 | 1
O=C(Cc1ccccc1[N+](=O)[O-])NCc1ccc2c(c1)OCO2 | -3 | -0.8 | 12 | -4 | -12 | 8 | -2 | -14 | 0 | -10
CCN(CC)S(=O)(=O)c1ccc(NC(=O)c2cc(-c3ccccc3)nc3ccccc23)cc1 | -3 | 1.8 | -69 | -1 | 69 | -9 | 1 | -11 | -5 | -1
CC(Oc1cccc(F)c1)C(=O)/C=C\N(C)C (centres undefined) | 3 | -1.5 | 13 | -3 | -13 | 10 | -2 | -12 | -5 | -9
CS(=O)(=O)N(CC(=O)N1CCOCC1)Cc1ccc(Cl)cc1 | 1 | -1.0 | . | 0 | . | -4 | -1 | 1 | 3 | 1
CCC(=O)Nc1cccc2c1C(=O)N(C)C2=O | 0 | 0.5 | 22 | 1 | -22 | -2 | -7 | -11 | -15 | -2

Exported with values under each structure: two of the compounds above.
Fields – DAGLB inh	C-LANA FP	SR-BI uptake up	Arrestin-AP2 inh	SR-BI DiI inh	PKA-R2B act	NSD2 HMT inh	PvdQ acylase	RTF Ca sens inh	Keap1 Nrf2 FP
COc1cccc(CN2C(=NC(=O)CCC3CCCC3)SC3CS(=O)(=O)CC32)c1 (centres undefined)
 : 3	-1.8	.	-17	14	-3	0	-9	-3	-3
Cc1ccc[n+](CC(=O)Nc2c(Cl)cc(Cl)cc2Cl)c1
 : 1	0.5	4	30	-4	-2	-3	-4	-3	1
